SRC3 TRFRET art: flags TR-FRET format artefacts in PPARgamma SRC-3 recruitment agonist screen; TR-FRET artefact counter-screen, PPARgamma/SRC-3 format; active compounds read high; TR-FRET ratio at 8 µM; AID 1048; 99,000 tested, 0.39% active; in the data active = TR-FRET ratio above about 2000; also: inactives centre near 1600; reference of the scale not given here
SRC1 TRFRET art: flags TR-FRET format artefacts in PPARgamma SRC-1 recruitment agonist screen; TR-FRET detection artefact counter-screen, emission ratio; active compounds read high; TR-FRET ratio at 8 µM; 99,000 tested, 0.34% active; AID 1051; in the data active = TR-FRET ratio above about 2300; also: inactives centre near 1800; reference of the scale not given here
Starred values were filed as active, the others as inactive. This is a subset. The share of hits here may be higher or lower than overall.

Screens in order: SRC1 TRFRET art | SRC3 TRFRET art
> COc1cc(/C=N/Nc2ncnc3sc4c(c23)CCC4)ccc1O
 : 1716 | 1399
> COc1ccc(CN2CCC(C(=O)N3CCN(c4ccccc4F)CC3)CC2)cc1OC
 : 1974 | 1718
> CCn1ccnc1CNC(=O)CC1C(=O)NCCN1CC(c1ccccc1)c1ccccc1 (stereo not drawn)
 : 1849 | 1756
> Cc1ccc(S(=O)(=O)c2c(C(=O)c3ccccc3)cnc3cc4c(cc23)OCCO4)cc1
 : 1974 | 1690
> COCCCNC(=O)CCc1ccccc1
 : 1726 | 1453
> O=C(N(c1ccccn1)c1ccccn1)C12CC3CC(CC(Cl)(C3)C1)C2
 : 2052 | 1451
> Cc1nn(C)cc1C(=O)Nc1c(C)nn(Cc2ccccc2Cl)c1C
 : 1901 | 1464
> O=C(COc1ccc(Cl)cc1)NCCc1ccccn1
 : 2025 | 1778
> Cc1cccc(N(CC(=O)NC(C)(C)C)C(=O)CS(=O)CC(=O)Nc2ccc(F)cc2)c1 (stereo not drawn)
 : 1820 | 1772
> O=S(=O)(c1ccccc1)c1nc(-c2ccccc2)oc1N1CCOCC1
 : 2086 | 1759
> S=C1NC2CCCCC2N1 (stereo not drawn)
 : 1794 | 1737
> N#C/C(=C\c1c[nH]c2ccccc12)c1nnc2n1CCCCC2
 : 1611 | 1461
> COc1ccc(/C=C2\CCC(C3CCCC3)C2=O)cc1Cn1nc(C)cc1C (stereo not drawn)
 : 1731 | 1332
> Cc1ccc(C2(c3noc(CN4CCC(C(=O)N5CCOCC5)CC4)n3)CCCC2)cc1
 : 1924 | 1522
> NS(=O)(=O)c1ccc(NCC2COc3ccccc3O2)c([N+](=O)[O-])c1 (stereo not drawn)
 : 1799 | 1476
> Cc1nn(C)cc1/C=C(/C#N)C(N)=O
 : 2038 | 1762
> Cc1ccc(-c2csc(NC(=O)c3ccc4c(=O)n5c(nc4c3)CCCCC5)n2)cc1
 : 1731 | 1436
> CCC(C)(C(=O)NC1CCCCC1)N(C(=O)Cc1cccs1)c1ccccc1 (stereo not drawn)
 : 1516 | 1548
> CC(C)c1nc(SCC(=O)N2CCc3ccccc32)n[nH]1
 : 1763 | 1830
> CCC(N=c1cc(-c2ccc(OC)c(OC)c2)oc2ccc(C)cc12)C(=O)O (stereo not drawn)
 : 1643 | 1492
> O=C(C1=C[C@@H](C2CC2)C[C@@H](OCc2ccc(CO)cc2)O1)N1CCN(Cc2ccc3c(c2)OCO3)CC1
 : 1707 | 1518
> NC(=O)COC(=O)CNC(=O)c1cc(Cl)cc([N+](=O)[O-])c1
 : 1580 | 1662
> Cc1cccc(C)c1NC(=O)C1=C(O)c2sccc2N(C)S1(=O)=O
 : 1834 | 1778
> COc1cc2c(cc1/C=C1/NC(=O)N(CC(=O)Nc3ccccc3)C1=O)OCO2
 : 1685 | 1644
> Cc1cc(C)c(S(=O)(=O)N2CCOC2CNC(=O)C(=O)NCc2ccco2)c(C)c1 (stereo not drawn)
 : 2014 | 1669
> Cc1oc2c(c(=O)c1C)C(=O)CC(c1ccccc1)C2 (stereo not drawn)
 : 1984 | 1550
> CN(C1CCCC1)C1CCN(C(=O)CNC(=O)/C=C/c2ccccc2)CC1
 : 1874 | 1522
> Cc1ccc(-n2c(Cn3c(C)nc4ccccc43)n[nH]c2=S)cc1
 : 1550 | 1250
> O/N=C/c1ccc(-c2cc(Cl)ccc2Cl)o1
 : 2128 | 1763
> O=C1c2cccc3cccc(c23)C(=O)N1CCN1CCN(CC(O)COc2ccc3ccccc3c2)CC1 (stereo not drawn)
 : 1740 | 1788
> NS(=O)(=O)c1ccc(CNC(=S)NCc2ccc(Cl)cc2)cc1
 : 1725 | 1565
> O=C(/C(=C(\O)c1ccccc1)c1ncc[nH]1)c1ccccc1
 : 1823 | 1472
> C[C@H](CCC(=O)O)[C@H]1CC[C@H]2[C@@H]3C(=O)C[C@@H]4CC(=O)CC[C@]4(C)[C@H]3CC(=O)[C@]12C
 : 1704 | 1354
> CCOC(=O)c1c(-c2ccccc2)csc1NC(=O)CSc1nc(C)cc(C)n1
 : 1840 | 1557
> Cc1ccc(S(=O)(=O)CC(=O)Nc2c(C)n(C)n(-c3ccccc3)c2=O)cc1
 : 1736 | 1443
> CCCCCC(=O)OCCc1c(C)nc2nc[nH]n2c1=O
 : 1749 | 1492
> N/C(=N\N=C\c1cccc(O)c1)c1nonc1N
 : 1645 | 1530
> Cc1ccc(S(=O)(=O)NCC(=O)OCC(=O)c2cc(C)n(-c3ccccc3)c2C)cc1
 : 2148 | 1526
> COc1cc(CN2CCN(c3cccc(C)c3C)CC2)cc([N+](=O)[O-])c1O
 : 1622 | 1351
> CCOC(=O)N1CCN(C(=O)CN(c2ccccc2OC)S(=O)(=O)c2ccc(OC)cc2)CC1
 : 2006 | 1476
> COc1ccc2c(Cl)c(C(=O)NC3CCS(=O)(=O)C3)sc2c1 (stereo not drawn)
 : 1955 | 1623
> Cc1ccc(CNC(=O)Cn2cccc2C(=O)c2ccccc2C)cc1
 : 1729 | 1741
> CC(=O)C1=C(S(=O)(=O)c2ccc(C)cc2)CS(=O)(=O)C1
 : 1758 | 1410
> O=C(CSc1nc(-c2ccccc2)nc2ccccc12)Nc1cccc(C(=O)O)c1
 : 2017 | 1713
> COc1ccccc1NC(=S)N(Cc1cccnc1)Cc1ccccc1Cl
 : 1895 | 1541
> COc1ccccc1N1CCN(C/C=C/c2ccc(N(C)C)cc2)CC1
 : 1758 | 1700
> Cc1ccc(C)c(NC(=O)Cn2nc([N+](=O)[O-])c(Br)c2C)c1
 : 1872 | 1408
> CCCn1c(SCC(=O)Nc2ccc(C)c(S(=O)(=O)N3CCOCC3)c2)n[nH]c1=O
 : 1877 | 1416
> O=C1CN(C(=O)CSc2nc3cc(Cl)ccc3c(=O)n2Cc2ccccc2)c2ccccc2N1
 : 1849 | 1813
> O=C(CSc1ccccn1)N1CCc2ccccc21
 : 2034 | 1729
> CC(NC(=O)CSc1nc2ccc(N)cc2s1)c1ccccc1 (stereo not drawn)
 : 1713 | 1301
> CC(C)COC(=O)Nc1nnc(Cc2ccccc2)s1
 : 1975 | 1726
> C/C(O)=C(/C=NCC(=O)O)C(=O)Nc1nccs1
 : 1886 | 1728
> COc1ccc(C(=O)C2CCCN(S(=O)(=O)C(C)C)C2)c(C)c1 (stereo not drawn)
 : 1678 | 1554
> O=C(O)Cc1nc2nc3c(c(=O)n2[nH]1)CCCC3
 : 1862 | 1428
> Cc1ccc2occ(-c3nn[nH]n3)c(=O)c2c1
 : 1933 | 1562
> O=C(/C(=N\Nc1ccc(Br)cc1)Sc1nnnn1-c1ccccc1)c1ccccc1
 : 1823 | 1518
> C/C(=N\N=C1\NC(=O)C(CC(=O)Nc2ccc(C)c(Cl)c2)S1)C(C)C (stereo not drawn)
 : 1718 | 1571
> S=C(Nc1ccccc1)N1CCN(C/C=C/c2ccccc2)CC1
 : 1890 | 1759
> CCOc1ncccc1C(=O)N1CCN(C(c2ccccc2)c2ccccc2)CC1
 : 1825 | 1780

As entered above.
Cc1ccc2occ(-c3nn[nH]n3)c(=O)c2c1 in SRC1 TRFRET art shows 1933
Cc1ccc(C)c(NC(=O)Cn2nc([N+](=O)[O-])c(Br)c2C)c1 in SRC3 TRFRET art shows 1408

The main list resumes, starting 6 compounds before the break.
Screens in order: SRC1 TRFRET art | SRC3 TRFRET art
> O=C(O)Cc1nc2nc3c(c(=O)n2[nH]1)CCCC3
 : 1862 | 1428
> Cc1ccc2occ(-c3nn[nH]n3)c(=O)c2c1
 : 1933 | 1562
> O=C(/C(=N\Nc1ccc(Br)cc1)Sc1nnnn1-c1ccccc1)c1ccccc1
 : 1823 | 1518
> C/C(=N\N=C1\NC(=O)C(CC(=O)Nc2ccc(C)c(Cl)c2)S1)C(C)C (stereo not drawn)
 : 1718 | 1571
> S=C(Nc1ccccc1)N1CCN(C/C=C/c2ccccc2)CC1
 : 1890 | 1759
> CCOc1ncccc1C(=O)N1CCN(C(c2ccccc2)c2ccccc2)CC1
 : 1825 | 1780
> Cc1nn(C)c(Cl)c1CN1CCC(CO)(CCOc2ccccc2)CC1
 : 1732 | 1707
> Cc1ccc(C(=O)NC2CCc3ccccc3C2=O)cc1 (stereo not drawn)
 : 1966 | 1644
> Cc1ccc(S(=O)(=O)N(Cc2ccccc2)c2ccccc2C(=O)Nc2ccccc2C(=O)NCc2ccco2)cc1
 : 2051 | 1752
> CCOc1ccc(NC(=O)CSc2nnc(N)s2)c([N+](=O)[O-])c1
 : 1830 | 1378
> Cc1cccc(-n2c(C)nc3cc(C(=O)NCc4ccc5c(c4)OCO5)ccc32)c1
 : 1685 | 1492
> COc1ccc(NC(=O)CCCC(=O)O)cc1Cl
 : 1574 | 1580
> O=[N+]([O-])c1nn(-c2ccccc2)[n+]([O-])c1N1CCN(c2ccccc2)CC1
 : 1827 | 1804
> CCC(=O)N/N=C(\C)CC(=O)Nc1ccc(F)cc1
 : 1782 | 1610
> CN1CCN(C(=O)CCN2C(=O)/C(=C/c3ccccc3Cl)SC2=S)CC1
 : 1668 | 1705
> Cc1ncc([N+](=O)[O-])n1Cc1ccc(Cl)cc1
 : 1889 | 1617
> C=CCn1c(CCCNC(=O)C(C)(C)C)nc2ccccc21
 : 1741 | 1499
> CNC(=S)N(CCc1cccc(C)c1)Cc1cc2cc(OC)c(OC)cc2[nH]c1=O
 : 1701 | 1544
> OC(CNCCC1C=Nc2ccccc21)Cn1c2ccc(Cl)cc2c2cc(Cl)ccc21 (stereo not drawn)
 : 1845 | 1624
> Cc1ccc(S(=O)(=O)Nc2ccc(NC(=O)c3cccs3)cc2)cc1
 : 1668 | 1722
> Cc1nc(CSc2nsc(/C=C/N(C)C)c2C#N)cs1
 : 2070 | 2035
> O=C(NNC(=O)c1c(F)cccc1F)c1ccccc1-n1cccc1
 : 2094 | 1655
> CC12CCC(=O)N1C(C(=O)OCC(=O)Nc1ccc(Cl)c(Cl)c1)CS2 (stereo not drawn)
 : 1790 | 1478
> COc1cc(OC)c(Cl)cc1N
 : 2136 | 1879
> Cc1cccc(OCC(=O)NNC(=O)C2CCCCC2C(=O)O)c1 (stereo not drawn)
 : 1703 | 1600
> O=C(CN1CCN(c2ccccc2O)CC1)NC(c1ccccc1)c1ccccc1
 : 1804 | 1708
> O=C(CC(c1ccccc1)c1ccccc1O)NCCN1CCOCC1 (stereo not drawn)
 : 1983 | 1619
> S=C(N/N=C/c1ccccc1)N1CCOCC1
 : 1751 | 1630
> CCOC(=O)c1ccc(S(=O)(=O)NCC(C)(C)N2CCOCC2)cc1
 : 1830 | 1521
> Cc1ccc(CN2CCN(C/C=C/c3ccc(F)cc3)CC2CCO)o1 (stereo not drawn)
 : 1563 | 1537
> CNC(=O)CSc1cnc2ccccc2n1
 : 1708 | 1570
> CCCCN1C(=O)/C(=C(/C#N)C(N)=O)c2ccccc21
 : 1932 | 1550
> OCCC1CN(Cc2ccc3nsnc3c2)CCN1C1CCCCC1 (stereo not drawn)
 : 1802 | 1470
> Cc1ccnc(SCc2cc(=O)c(OC(=O)c3cc([N+](=O)[O-])ccc3Cl)co2)n1
 : 1546 | 1355
> Cc1ccc2nc(NC(=O)c3ccc(S(=O)(=O)N4CCCc5ccccc54)cc3)sc2c1
 : 1788 | 1682
> C=CC12C=CC=CN1C(C(=O)OC)=C(C(=O)OC)C(C(=O)OC)=C2C(=O)OC (stereo not drawn)
 : 2011 | 1768
> COC(=O)c1cc(Sc2c(Cl)cccc2Cl)ccn1
 : 1697 | 1542
> Cc1ccc(S(=O)(=O)N(C)CC(=O)OCC(=O)c2c(N)n(C)c(=O)n(C)c2=O)cc1
 : 2127 | 1722
> Cc1ccc(OCCCC(=O)NCc2ccco2)c(C)c1
 : 1562 | 1542
> O=C(CN1CCOCC1)n1c2c(c3ccccc31)CCCC2
 : 2018 | 1702
> CC(OC(=O)c1ccc2c(=O)n3c(nc2c1)CCC3)C(N)=O (stereo not drawn)
 : 1701 | 1599
> O=C1OCc2cc(NC(=O)C3COc4ccccc4O3)ccc21 (stereo not drawn)
 : 1704 | 1509
> O=C1CN(C(=O)c2cc([N+](=O)[O-])ccc2Cl)C(c2ccccc2)c2cc(F)ccc2N1 (stereo not drawn)
 : 1869 | 1602
> O=C(COC(=O)C(O)c1ccccc1)NC12CC3CC(CC(C3)C1)C2 (stereo not drawn)
 : 1709 | 1503
> Cc1[nH]nc(SCC(=O)NC2CCCCC2)c1[N+](=O)[O-]
 : 1802 | 1643
> O=C(O)c1cc(-c2ccc3c(c2)OCO3)nc2ccc(Br)cc12
 : 2873* | 2538*
> CNC(=S)NCC(O)c1ccc([N+](=O)[O-])cc1 (stereo not drawn)
 : 1418 | 1490
> CN1C(=O)C(O)(CC(=O)/C=C/C=C/c2ccccc2)c2ccccc21 (stereo not drawn)
 : 1619 | 1502
> O=C(N/N=C/c1c(Cl)cccc1Cl)c1n[nH]c2c1CCCC2
 : 1567 | 1364
> Cc1cc(C)nc(NC(=O)CSc2ccccn2)n1
 : 1697 | 1483
> CC1=NOC(=O)/C1=C\c1ccc(-c2ccc(Br)cc2C(=O)O)o1
 : 1857 | 1729
> COc1cc(NC(=O)c2cccnc2)ccc1-c1cc2ccccc2oc1=O
 : 1786 | 1628
> O=C(CN1CCN(Cc2ccccc2)CC1)N1N=CCC1c1ccccc1 (stereo not drawn)
 : 1681 | 1448
> CSCCC(NS(=O)(=O)c1ccc(C)cc1)C(=O)NC1CCCCC1 (stereo not drawn)
 : 1572 | 1732
> CC(C)CN1CN(Cc2ccco2)CNC1=S
 : 1785 | 1623
> CCOC(=O)c1ccc(NC(=S)N2CCSC2c2ccc(OC)cc2)cc1 (stereo not drawn)
 : 1589 | 1529
> O=[N+]([O-])c1nn(-c2ccccc2)n(O)c1=NCCc1ccccc1
 : 1701 | 1667
> COc1ccc(C(=O)Nc2ccccc2-c2nnn(CC(=O)N3CCOCC3)n2)cc1
 : 1638 | 1508
